# PKA-R2B activ: activators of PKA-R2B holoenzyme, primary screen, biochemical, fluorescence polarization, Cy5-IP20, human. activation, % at 11.4 µM. PKA-R2B holoenzyme dissociation; R2B truncated from residue 108, S112A mutant; 0% DMSO only, 100% 113 µM cGMP. cAMP-dependent protein kinase catalytic subunit beta (Homo sapiens) + cAMP-dependent …. hit rate 0.079% among 340,000;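 active means activation above a cutoff set at the mean over all compounds plus 3 SD, cut at about 18% in these data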;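 further: higher means more holoenzyme dissociation and a rise in polarization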
# SR-BI uptake up: activators of SR-BI mediated DiI-HDL uptake, primary screen, ldlA[mSR-BI] CHO cells, DiI fluorescence | 3 h; 100 = double the neutral-control signal | activation, % at 12.5 µM | hit rate 0.096% among 320,000;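 active means mean replicate activation of at least 60% and every replicate at or above 60%; inconclusive means mean or all-replicate condition met, but not both; inactive means mean below 60% and not all replicates reaching 60%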;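 further: 0% = median plate neutral-control signal and 100% = twice that signal; values of inactives mirror those of a sister screen read the other way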
#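 Test system: SR-BI-overexpressing, LDLR-lacking CHO cells; Medium: Ham's F12 with 0.5% BSA, HEPES 25 mM, pH 7.4; Schedule: 3 h, 37 °C; Technique: bottom-read fluorescence, 550/595 nm.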
# DAGLB inh: DAGLB lipase inhibitors, primary screen, biochemical, fluorescence, HTS | Diacylglycerol lipase-beta (Homo sapiens), Q8NCG7 | HEK293T DAGLB membrane lysate, EnzChek fluorogenic substrate | inhibition, % at 5.17 µM | hit rate 0.059% among 340,000; in the data active means inhibition above about 34%;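 further: 0% = enzyme with vehicle and 100% = wells lacking enzyme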
# Target sequence (Q8NCG7 whole entry, looked up): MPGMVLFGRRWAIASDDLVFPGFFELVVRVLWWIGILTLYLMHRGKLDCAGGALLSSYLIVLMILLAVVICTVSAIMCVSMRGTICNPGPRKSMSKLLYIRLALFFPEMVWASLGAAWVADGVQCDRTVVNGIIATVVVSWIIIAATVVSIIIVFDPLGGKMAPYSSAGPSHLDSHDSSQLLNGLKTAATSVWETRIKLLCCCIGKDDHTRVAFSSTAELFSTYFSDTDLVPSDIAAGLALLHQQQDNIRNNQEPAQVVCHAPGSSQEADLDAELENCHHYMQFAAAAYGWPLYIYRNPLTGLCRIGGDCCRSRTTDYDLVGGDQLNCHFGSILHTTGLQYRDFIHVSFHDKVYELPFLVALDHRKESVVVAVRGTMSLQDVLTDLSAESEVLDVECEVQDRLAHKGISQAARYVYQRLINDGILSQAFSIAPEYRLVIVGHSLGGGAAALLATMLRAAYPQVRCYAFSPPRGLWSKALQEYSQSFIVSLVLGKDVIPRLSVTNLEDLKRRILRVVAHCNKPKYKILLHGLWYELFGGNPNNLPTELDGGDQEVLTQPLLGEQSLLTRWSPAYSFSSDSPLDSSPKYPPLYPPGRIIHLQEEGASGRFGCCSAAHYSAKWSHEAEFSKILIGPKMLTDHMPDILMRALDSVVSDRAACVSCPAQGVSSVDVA
# Keap1 Nrf2 FP: Keap1-Nrf2 protein-protein interaction inhibitors, primary screen, biochemical, fluorescence polarization, single point. hit rate 0.15% among 340,000. inhibition, % at 9.4 µM. Kelch-like ECH-associated protein 1 (Homo sapiens), Q14145. Keap1 Kelch-Nrf2 peptide fluorescence polarization, 1536-well; in the data active means inhibition above about 12%; inconclusive means no clear call, values can overlap the other calls; inactive means below about 7.3%;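 further: human Keap1 Kelch domain with fluorescein labeled Nrf2 9mer peptide probe; 0% = neutral control wells and 100% = peptide positive control; higher means more block of Keap1 binding to Nrf2 peptide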
# RTF Ca sens act: cardiac RTF calcium sensitivity activators, primary screen, biochemical, IANBD-TnC fluorescence, EC20 calcium. Troponin I, cardiac muscle (Homo sapiens) + Troponin T, cardiac muscle (Homo sapiens) + …. IANBD-labeled TnC RTF fluorescence at EC20 calcium; 0% EC20 calcium, 100% full calcium. activation, % at 7.2 µM. hit rate 0.24% among 340,000. AID 493008, 2010;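 active means activation above the mean over all tested compounds plus 3 SD, cut at about 30% in these data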;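 further: rise in fluorescence read as greater calcium sensitivity of cardiac thin filaments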
# CAL PDZ FP-1: untagged CAL PDZ binding inhibitors, primary screen, biochemical, fluorescence polarization, HTS. Golgi-associated PDZ and coiled-coil motif-containing protein (Homo sapiens), Q9HD26. inhibition, % at 24.9 µM. purified CAL PDZ, TMR-peptide fluorescence polarization, 1 h. AID 602252, 2012. hit rate 0.92% among 300,000;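 active means mean inhibition of at least 30% with at least half of replicates also reaching 30%; inconclusive means no clear call, values can overlap the other calls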;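 further: 0% = DMSO neutral control and 100% = excess unlabeled competitor peptide PRC23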
# LANA DNA inh: inhibitors of KSHV C-LANA binding to DNA, primary screen, biochemical, fluorescence polarization, FAM-LBS DNA, MBP-C-LANA, single point; inhibition, % at 9 µM; hit rate 0.078% among 340,000;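 active means highest replicate inhibition at or above 60% at 9 µM, even if other replicates fall short; inactive means all replicates below 60% inhibition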;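 further: 0% = neutral control wells and 100% = 4 µM acridine orange control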
# Cardiac RTF inh: cardiac RTF calcium sensitivity inhibitors, primary screen, biochemical, IANBD-TnC fluorescence, EC70 calcium; Troponin I, cardiac muscle (Homo sapiens) + Troponin T, cardiac muscle (Homo sapiens) + …; IANBD-labeled cardiac RTF, Ca2+ fluorescence; inhibition, % at 7.15 µM; hit rate 0.12% among 340,000;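 active means inhibition above the mean inhibition of all tested compounds plus 3 SD, cut at about 17% in these data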;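 further: assay run at fixed EC70 calcium of 1.6 mM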
# Rtt109 HAT inh: inhibitors of C. albicans Rtt109/Vps75 HAT, primary screen, biochemical, ThioGlo CoA-SH fluorescence, plate reader | AID 540336, 2011 | hit rate 0.16% among 330,000 | purified Rtt109/Vps75, 4 h | inhibition, % at 34.9 µM | Histone acetyltransferase RTT109 (Candida albicans (strain SC5314 / ATCC MYA-2876)), …;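 active means inhibition of at least 50% in every replicate; inconclusive means best replicate reaches 50% inhibition but some replicates fall short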
# Target sequence (Q5AAJ8 whole entry, looked up): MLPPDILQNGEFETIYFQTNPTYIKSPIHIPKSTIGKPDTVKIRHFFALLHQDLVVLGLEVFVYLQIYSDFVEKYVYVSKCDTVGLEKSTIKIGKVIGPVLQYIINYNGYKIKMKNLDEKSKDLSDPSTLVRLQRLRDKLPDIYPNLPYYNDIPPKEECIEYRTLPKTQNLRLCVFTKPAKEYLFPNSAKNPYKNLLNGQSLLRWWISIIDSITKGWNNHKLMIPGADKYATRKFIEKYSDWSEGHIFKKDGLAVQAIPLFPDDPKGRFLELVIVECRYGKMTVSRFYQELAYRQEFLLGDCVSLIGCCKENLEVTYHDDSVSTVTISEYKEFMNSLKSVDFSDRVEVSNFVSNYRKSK
# CAL PDZ FP-2: CAL PDZ peptide-binding inhibitors, primary screen, biochemical, fluorescence polarization, Cer-tagged CAL PDZ, HTS. Golgi-associated PDZ and coiled-coil motif-containing protein (Homo sapiens), Q9HD26. purified CAL PDZ, TMR-peptide fluorescence polarization, 1 h. inhibition, % at 20 µM. hit rate 0.02% among 330,000. AID 504414, 2011;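 active means highest replicate inhibition of at least 40%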;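 further: plate controls were DMSO neutral control wells for no effect and unlabeled competitor peptide control wells for full effect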
#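 System: tagged CAL PDZ domain. Schedule: 1 h room-temperature incubation prior to read. Signal: fluorescence polarization (mP). Measure: percent inhibition from loss of millipolarization.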
# Active calls of the source: *; ? = inconclusive; . = not tested or not shown.
SMILES,PKA-R2B activ,SR-BI uptake up,DAGLB inh,Keap1 Nrf2 FP,RTF Ca sens act,CAL PDZ FP-1,LANA DNA inh,Cardiac RTF inh,Rtt109 HAT inh,CAL PDZ FP-2
CCc1ccccc1NC(=O)CSc1nc(C)c(C)o1,3,2,1,-4,1,-4,1.5,4,16,-0.5
CC(=O)C1=C(O)C(=O)N(CCCn2ccnc2)C1c1ccc(C)cc1 (stereo not drawn),-8,-11,-2,-1,2,-1,-0.4,-3,.,-2.3
COc1ccc2c(C)cc3nnnn3c2c1,1,.,2,2,-4,-7,0.7,-9,-1,-1.9
CC(C)CNC(=O)COC(=O)c1ccc2c(c1)C(=O)N(Cc1ccco1)C2=O,-6,.,1,-3,-6,-2,0.2,4,-2,-2.4
CCC(=O)Nc1cc(ON=C(C)C)cc([N+](=O)[O-])c1,4,-7,0,0,-3,11,-5.4,-5,-1,-1.1
Cc1[nH]c2ccccc2c1C(=O)C(=O)NCCCn1ccnc1,-1,20,0,-2,1,-5,-4.9,-3,-20,0.1
COc1ccc(N2CCOCC2)c(NC(=O)c2ccc3c(c2)OCO3)c1,4,.,2,-4,5,.,-1.9,-10,4,-0.4
CCCCOc1ncnc2c1[nH]c1ccccc12,5,3,-6,0,-1,-1,-1.9,-3,-7,-1.3
Cc1onc(-c2ccccc2)c1C(=O)N/N=C/C(Br)=C/c1ccccc1,-7,-7,-1,0,-3,-5,-0.8,-2,2,-1.5
O=[N+]([O-])c1ccc(N2CCOCC2)c(S(=O)(=O)N2CCOCC2)c1,-8,14,-2,4,-3,-4,1.9,1,.,-1.8
C=CCn1c(SCCC(=O)O)nnc1-c1cccs1,-4,24,-6,3,-1,1,0.1,1,3,-1.5
CCCCN(C)CCCNC(=O)c1ccc2c(c1)NC(=O)C(N1CCOCC1)S2 (stereo not drawn),-4,15,1,1,3,-2,1.1,-14,-20,-1.8
O=C(COC(=O)c1cccs1)Nc1nnc(-c2ccccc2)o1,2,.,1,1,7,10,-1.2,-1,3,-1.8
O=C(Cc1n[nH]c(=O)c2ccccc12)NCc1ccccn1,-7,6,2,1,-2,0,-0.5,-9,7,-1.4
CC(C)Cn1c(CN(C)Cc2ccccc2)nc2c1c(=O)n(C)c(=O)n2C,-9,18,-3,0,-4,-5,4.9,-3,0,-0.6
CC1CCCCC1NC(=O)CSc1nncn1N (stereo not drawn),-1,18,-2,-3,-5,0,-0.7,7,1,-0.5
COC(=O)CSc1nnc(-c2ccc(S(=O)(=O)NCc3cccs3)cc2)o1,-7,16,0,-2,2,.,-1.7,-5,-16,-0.1
COC(=O)CCCCC1SCC(NC(=O)OC)C1NC(=O)OC (stereo not drawn),8,1,3,-2,7,0,-1.9,-11,9,-1.1
COc1ccc(CCNC(=O)CN2C(=O)NC3(CCc4ccccc43)C2=O)cc1 (stereo not drawn),-5,-20,1,-3,-2,-19,0.0,-2,-6,-4.6
Nc1[nH]n2c(=O)cc(-c3ccccc3)nc2c1N=Nc1ccc(S(N)(=O)=O)cc1,4,-2,25,2,2,-9,-3.9,3,5,.
COc1ccccc1N1CCN(C2CCCN(C(=O)CCc3cnccn3)C2)CC1 (stereo not drawn),1,4,1,-2,-2,-5,-0.1,6,0,0.3
O=C(NN(C(=O)C1CC1)c1nc2ccccc2s1)C1CC1,-7,10,-1,-2,0,-2,-1.5,-9,.,-0.3
COc1ccccc1CNC(=O)CCS(=O)(=O)c1ccc2c(c1)CCCN2C(C)=O,2,1,0,3,-4,0,1.0,-4,0,-0.5
Cc1cccc(C=Nc2ccc3c(c2)oc2ccccc23)c1O,-12,-12,2,-3,2,1,-0.2,-8,2,-0.6
CCC(=O)N1c2ccc(S(=O)(=O)NCc3ccco3)cc2CC1C (stereo not drawn),4,-5,0,-3,-2,12,-1.4,-7,-1,-1.6
CC1(C)CC(=O)C=C(NCCc2ccccc2)C1,-1,19,-2,0,2,3,-0.9,7,6,-1.2
CCOC(=O)C1CCCN(C(=O)C(CCSC)NC(=O)COc2ccccc2)C1 (stereo not drawn),-13,13,1,-5,0,-1,-2.1,0,0,-2.2
Cc1ccccc1NC(=O)NNC(=O)COc1ccc2ccccc2c1,-10,23,-2,0,1,-1,-0.2,-6,1,-1.1
COC(=O)c1ccc(Cn2nnc3c(=O)[nH]c(C4CCN(S(=O)(=O)c5cc(C)ccc5C)CC4)nc32)cc1,-2,2,0,-4,1,.,-0.5,-9,-3,-1.6
S=C(NCC1CCCO1)Nc1ccccc1 (stereo not drawn),-7,17,-2,-6,-3,-1,0.5,-6,-3,-0.9
CC(C)(C)c1ccc(C(=O)OCc2c(-c3ccccc3)ncc3ccccc23)cc1,-7,14,-9,-1,3,-3,-0.3,-5,?,-0.4
O=C(O)C1CCN(c2ccc(S(=O)(=O)N3CCC(C(=O)O)CC3)cc2[N+](=O)[O-])CC1,0,16,1,-2,-3,.,0.5,1,4,-2.1
Cc1ccc(N(CC(=O)N/N=C/c2cc(C)n(-c3ccccc3)c2C)S(C)(=O)=O)c(C)c1,-6,-49,-3,-6,0,.,-1.3,5,0,0.5
Cc1ccc(C)c(S(=O)(=O)NC2CCSC2=O)c1 (stereo not drawn),-6,1,2,-2,-5,-1,0.9,-4,-6,-1.6
COC(=O)c1ccccc1S(=O)(=O)N1CCC(C(=O)OC(C)C(=O)N(C)Cc2ccccc2)CC1 (stereo not drawn),-5,-2,-3,-3,-5,0,0.2,0,14,-2.0
Cc1ccnc2nc(C(=O)NCCc3ccc(F)cc3)nn12,-6,19,0,0,-5,-3,-0.3,-5,3,-0.8
CCCCc1c(C)c2ccc(OC)c(/C(C)=N\O)c2oc1=O,5,1,-1,1,2,0,-0.1,-8,-23,-1.8
CCC(C)NC(=O)c1ccccc1NC(=O)C(C)N(c1ccccc1)S(C)(=O)=O (stereo not drawn),-6,8,-4,-3,2,0,0.4,-3,13,-1.5
CN(C)C(=O)c1cc(S(=O)(=O)N(C)C)c(Cl)cc1N1CCCC1,-10,-5,1,3,-5,-4,-0.2,0,-2,-2.5
Cc1c(NC(=O)c2ccc(NS(=O)(=O)c3cccc([N+](=O)[O-])c3)cc2)c(=O)n(-c2ccccc2)n1C,-9,16,-6,1,3,-7,2.4,-6,-7,0.0
Cc1cccnc1NC(=O)Nc1ccc(F)cc1,2,-2,-1,-7,3,-2,-0.1,-2,0,-1.7
Cc1ccc(NC(=O)CSCC(=O)Nc2ccc(N3CCOCC3)c(Cl)c2)cc1,-2,-24,-2,-6,0,-3,0.9,-8,5,-1.8
S=C(NCc1cccnc1)Nc1cccc2ccccc12,-1,-2,2,-1,5,-1,0.0,-6,7,0.8
O=C(CCc1nnc(CCCc2ccccc2)o1)NCCc1ccccc1,-5,-9,-2,-2,-10,-12,-0.1,5,-5,-2.6
CCCN1C(=O)c2ccc(C(=O)NCc3ccco3)cc2C1=O,-2,-28,2,3,-7,.,1.7,-1,8,-2.2

# Reprinted from the part before: 2 entries; new compounds follow.
SMILES,PKA-R2B activ,SR-BI uptake up,DAGLB inh,Keap1 Nrf2 FP,RTF Ca sens act,CAL PDZ FP-1,LANA DNA inh,Cardiac RTF inh,Rtt109 HAT inh,CAL PDZ FP-2
O=C(CCc1nnc(CCCc2ccccc2)o1)NCCc1ccccc1,-5,-9,-2,-2,-10,-12,-0.1,5,-5,-2.6
CCCN1C(=O)c2ccc(C(=O)NCc3ccco3)cc2C1=O,-2,-28,2,3,-7,.,1.7,-1,8,-2.2
COc1ccc(CC(=O)OCC(=O)N2N=C(c3ccccc3)CC2c2ccc(OC)cc2)cc1 (stereo not drawn),-12,-3,-5,-3,1,-4,0.3,8,-2,-1.3
CC(=O)c1cc2ccccc2oc1=O,-4,11,2,-3,6,.,-1.6,2,-2,-1.7
Cc1cc(C)n(CCNCc2c(C(=O)N3C[C@@H](C)O[C@@H](C)C3)nc3ccc(Cl)cn23)n1,1,24,-1,4,5,0,0.3,-2,12,-0.4
CC1CCCN(C2(O)C(=O)Nc3ccc([N+](=O)[O-])cc32)C1 (stereo not drawn),7,-16,1,3,-3,-1,-1.8,-12,.,-2.9
COc1ccc(C(=O)O)cc1S(=O)(=O)NCc1cccnc1,-14,-1,1,-1,1,-3,0.6,-4,23,1.1
CCC(NC(=O)Nc1nnc(C(F)(F)F)s1)(C(F)(F)F)C(F)(F)F,3,-11,-2,-2,-3,1,-0.3,-9,-14,-0.8
COc1ccc(C2(c3ccc(OC)cc3)NC(=O)N(CC(=O)Nc3ccc(C(N)=O)cc3)C2=O)cc1,-7,-2,3,-5,3,-5,-0.4,1,13,-1.2
Cc1ccc2oc(=O)c3cc(C(=O)NCCCN4CCCC(C)C4)sc3c2c1 (stereo not drawn),2,-10,3,0,0,.,-0.8,2,8,-2.3
O=C(O)CC(Cc1ccccc1)C(=O)NCC12CC3CC(CC(C3)C1)C2 (stereo not drawn),-1,11,-3,0,-1,-3,0.7,-4,2,0.4
Cc1cc(/C=N/NC(=O)C(=O)N2CCCC2)c(C)n1-c1cccc(Br)c1,-5,-56,-4,1,4,0,1.4,-2,1,-0.9
O=C(OCC(=O)N1CCc2ccccc21)c1n[nH]c(=O)c2ccccc12,-3,1,1,-1,-1,-2,-1.7,1,-3,0.7
Cc1cccc(CCNC(=O)CCCOc2cc(=O)n(C)c3ccccc23)c1,-9,-13,1,-4,0,-2,1.0,4,-2,-2.7
CN(CC(=O)Nc1ccc(F)cc1)C(=O)CSc1ccc2c(c1)OCCO2,9,4,1,0,4,1,0.7,2,-18,0.8
CCSc1nnc(SCC(=O)N2CCN(C(=O)c3ccco3)CC2)s1,6,-5,0,-1,2,.,1.0,0,8,-1.1
CCOC(=O)Cc1cc(=O)n2[nH]c(C)c(C#N)c2n1,-12,31,1,-2,4,-1,-1.2,0,10,-2.2

# High-throughput results: PubChem BioAssay, several laboratories
